Assay outcomes from PubChem BioAssay.
CF NFkB block – cystic fibrosis NF-kB activation inhibition; KKLEB NF-kB-GFP reporter, PAF-induced, GFP fluorescence overnight; inhibition, % at 5 µM; hit rate 0.86% among 360,000;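 active means at least 50% inhibition at 5 µM, scaled per plate between neutral and stimulator controls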;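 further: PAF is a Pseudomonas aeruginosa culture filtrate used as stimulus; plate controls were PAF-stimulated DMSO wells for no effect and unstimulated DMSO wells for full effect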
NR2E3 ag-1 – human photoreceptor-specific nuclear receptor agonism. hit rate 0.35% among 360,000. Q9Y5X4. AID 602229. CHO-S Gal4-NCOR/VP16-NR2E3 two-hybrid, luciferase. inhibition of corepressor binding, % at 3.98 µM;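 active means inhibition above the mean of all tested compounds plus 3 SD, cut at about 70% in these data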;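 further: 0% = DMSO with NR2E3 transfected cells and 100% = cells lacking NR2E3 construct; higher means lower luciferase signal from less NR2E3 corepressor binding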
Target sequence (Q9Y5X4 whole entry, looked up, the tested form may be a part): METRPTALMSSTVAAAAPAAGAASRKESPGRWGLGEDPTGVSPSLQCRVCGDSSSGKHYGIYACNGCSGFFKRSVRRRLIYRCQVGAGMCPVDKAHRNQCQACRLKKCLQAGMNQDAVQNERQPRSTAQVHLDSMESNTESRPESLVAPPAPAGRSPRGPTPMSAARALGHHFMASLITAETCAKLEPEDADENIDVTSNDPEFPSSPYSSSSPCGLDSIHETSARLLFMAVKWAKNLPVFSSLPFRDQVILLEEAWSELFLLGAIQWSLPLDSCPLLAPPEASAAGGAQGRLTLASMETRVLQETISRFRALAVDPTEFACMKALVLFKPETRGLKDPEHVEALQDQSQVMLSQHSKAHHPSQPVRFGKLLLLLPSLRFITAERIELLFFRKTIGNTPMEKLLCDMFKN
NR2E3 ag-2 – agonists of human nuclear receptor NR2E3; Q9Y5X4; AID 2300; GST-NR2E3/biotin-RetCOR TR-FRET, 1536-well; inhibition of corepressor binding, % at 4.78 µM; hit rate 0.12% among 320,000;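 active means percent inhibition above the cutoff of mean plus 3 SD of all tested compounds, set per screening campaign, cut at about 20% in these data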;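 further: 0% = DMSO wells and 100% = biotin wells as full block of FRET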
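Material: NR2E3–RetCOR corepressor complex | Quantity: 1.35 nM GST-tagged NR2E3 final | Schedule: 5 h at 4 °C | Replication: Singlicate compound wells | Reagent: RetCOR corepressor, biotinylated, 7 nM | Controls: Biotin wells as high control, 0.6% DMSO wells as low control | Signal: TR-FRET, Eu(K)-anti-GST donor, streptavidin-D2 acceptor, ex 340, em 617/671 nm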
HIF-2a block – blocks HIF-2a reporter activity | inhibition, % at 18.8 µM | hit rate 0.72% among 360,000 | AID 624352 | 786-0 RCC cells HIF-2a reporter, luciferase luminescence, overnight;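 active means inhibition of the luminescence signal of 40% or more relative to plate controls, in a single-dose primary screen at 18.75 µM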
KKLEB cytotox – reduces viability of KKLEB cystic fibrosis airway cells. hit rate 0.36% among 360,000. KKLEB CF airway cells viability, ATPlite luminescence, overnight; hits give low values; cells stimulated with P. aeruginosa culture filtrate. AID 602141. activity change (cytotoxicity), % at 5 µM;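 active means corrected activity change at or below -50% at 5 µM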
MITF TRPM1 inh – MITF TRPM1 promoter inhibition in SK-MEL-5 cells. hit rate 0.83% among 330,000. AID 488899. SK-MEL-5 TRPM1 promoter luciferase, 24 h. inhibition, % at 12.5 µM;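 active means mean inhibition across replicates of 60% or more, whatever share of single replicates reaches that level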; further: values of inactives mirror those of a sister screen read the other way
TWEAK Fn14 block – inhibitors of TWEAK-Fn14 interaction signaling; TWEAK-stimulated Fn14 reporter cells, luciferase luminescence, 8 h; inhibition, % at 10 µM; hit rate 2% among 360,000; AID 1159606; in the data active means inhibition above about 50%
TROY NFkB inh – blocks TROY-dependent signaling in reporter cells. Q293 LMP1-TROYcd NF-kB luciferase reporter, 4 h. AID 1347056. inhibition, % at 10 µM. hit rate 0.98% among 360,000;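 active means compounds whose plate-normalised and pattern-corrected inhibition of the luciferase reporter signal at the single screening dose is 50% or more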
TRAIL sens C8 – caspase-8 TRAIL sensitization; NB7+C8 cells + TRAIL, ATPlite viability luminescence; inhibition (viability loss, TRAIL sensitization), % at 10 µM; hit rate 1% among 360,000; AID 624354;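 active means compounds causing at least 50% loss of cell viability in the single-dose screen, relative to plate controls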
Peg3 promoter – Peg3 promoter activity inhibition; HeLa PEG-Prom luciferase reporter, luminescence, overnight; inhibition, % at 20 µM; hit rate 1.7% among 360,000; AID 588405;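 active means inhibition of at least 50% at 20 µM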
Shn3 3UTR inh – Schnurri-3 reporter inhibition in Clone20 osteoblasts; AID 588674; inhibition, % at 12.5 µM; hit rate 0.52% among 360,000; Clone20 osteoblast Shn3 3'UTR firefly luciferase, 24 h;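 active means mean inhibition of at least 75% with every replicate also reaching 75%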;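 further: 0% = median of neutral control wells and 100% = pilot-screen positive control compound; some compounds past the cut are filed as inactive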
Starred values were filed as active, the others as inactive; / = not tested or not shown. Only part of the results is shown; the hit share may differ from the screen's.

SMILES | CF NFkB block | NR2E3 ag-1 | NR2E3 ag-2 | HIF-2a block | KKLEB cytotox | MITF TRPM1 inh | TWEAK Fn14 block | TROY NFkB inh | TRAIL sens C8 | Peg3 promoter | Shn3 3UTR inh
O=C(CCN1CCN(C/C=C/c2ccccc2)CC1)Nc1cccc(F)c1 | -14 | -9 | 1 | 8 | -9 | 10 | -4 | 6 | -1 | 17 | 15
O=C(OCC(=O)N1CCCC1)c1ccc(O)cc1 | 0 | -10 | 0 | -14 | 7 | 7 | 9 | -15 | -1 | -12 | -8
COc1cc(-c2cc(=O)c3c(O)c(OC)c(OC)c(O)c3o2)ccc1O | 10 | -14 | 6 | 27 | -26 | 26 | 20 | 7 | 28 | 34 | -63
O=Nc1c2cc3ccccc3[nH]c-2c2ccccc12 | -38 | -86 | / | -140 | -4 | -15 | 39 | 2 | 34 | -263 | 10
O=C(Nc1ccccc1)c1ccc(NCc2cccnc2)c(S(=O)(=O)N2CCOCC2)c1 | 12 | -10 | 1 | -5 | -30 | 3 | -10 | 8 | 4 | 10 | -7
CN(Cc1ccc(C(C)(C)C)cc1)C(=O)c1ccc2c(=O)n3c(nc2c1)CCC3 | 4 | 28 | -2 | 7 | 12 | 2 | 8 | 8 | -2 | 13 | 9
CC(C)OP(=O)(OC(C)C)C(Nc1ccccc1)c1cccc2c1OCO2 (configuration not stated) | 4 | -11 | 1 | 9 | 7 | 2 | 20 | -2 | -4 | 6 | -14
Cc1cc(C(=O)COC(=O)c2cccs2)c(C)n1-c1c(C)n(C)n(-c2ccccc2)c1=O | -16 | -1 | 1 | -25 | 20 | -3 | 7 | -57 | 4 | -26 | -23
O=C(NCc1n[nH]c(=S)n1-c1ccccc1Cl)c1ccc(S(=O)(=O)N2CCCCC2)cc1 | 0 | -9 | 3 | -9 | 2 | -5 | 15 | -19 | -13 | 13 | 6
CCCc1cc(=O)n2[nH]c(SCc3ccccc3)nc2n1 | -2 | -35 | 2 | 4 | 4 | 8 | -5 | -23 | 6 | 2 | 7
C=CCN(C(=O)c1cccc(S(=O)(=O)N2CCN(C)CC2)c1)c1nc(-c2ccccc2)cs1 | 20 | 6 | 4 | -25 | -11 | -3 | 39 | 41 | -8 | -12 | 20
Cc1cc(Br)ccc1OCCn1ccnc1 | -1 | -8 | 4 | -2 | -10 | 16 | 5 | 1 | -7 | 21 | -18
Cc1cccc(OCc2ccc(C(=O)N3CCOCC3)o2)c1 | -1 | -27 | 1 | -8 | -3 | 6 | 25 | -2 | -28 | -7 | -3
O=C(CCN1C(=O)/C(=C/c2ccccc2Cl)SC1=S)NCCCN1CCOCC1 | 9 | -2 | 1 | -20 | 13 | 8 | 31 | -19 | 12 | 0 | -23
CCOC(=O)C1(Cc2ccc(OC)cc2)CCN(C(=O)c2sc(C)nc2C)CC1 | -3 | 6 | 0 | -9 | -5 | 3 | -7 | 2 | -3 | -8 | 25
COc1cc(CCC(=O)NNC(=O)c2cccc(Cl)c2)cc(OC)c1OC | 5 | 1 | 0 | 8 | 0 | -9 | 14 | -1 | 16 | 15 | -10
CCCc1cc(=O)[nH]c(SCC(=O)NC2CC2)n1 | -12 | -8 | / | 10 | 7 | 4 | 10 | -8 | 12 | 2 | -4
Cc1ccc(O)c(C(=O)c2cnn(-c3ccc(S(=O)(=O)N4CCOCC4)cc3[N+](=O)[O-])c2)c1 | 14 | -5 | 0 | 2 | 8 | 6 | 6 | 13 | -8 | 4 | -4
COc1cc2c(c(OC)c1OC)-c1ccc(NCc3ccccc3)c(=O)cc1C(NC(C)=O)CC2 (configuration not stated) | 64* | 17 | / | 24 | -37 | / | 4 | 1 | 6 | 1 | 21
COc1ccc(C(=O)Nc2cccc(-c3ccc4nncn4n3)c2)cc1OC | 19 | 0 | 2 | -10 | -4 | -18 | -15 | 1 | 7 | 19 | 3
CNc1cncc(-c2cccc(NS(C)(=O)=O)c2)n1 | 11 | -20 | / | -4 | 15 | / | 23 | -4 | -5 | -1 | -22
Cc1ccc(C)c(Cn2cnc3c(cnn3C(C)(C)C)c2=O)c1 | 5 | -3 | 7 | -8 | -10 | 8 | 0 | 3 | 17 | 8 | 27
Nc1nnc(SCc2ccc3c(c2)OCO3)s1 | -13 | 0 | 1 | -56 | 2 | -1 | -30 | -18 | -3 | -25 | -18
CCc1nc2ccc(C(=O)N(C)CCCN(C)C)cn2c1N(C)Cc1cc2ccccc2s1 | 3 | -18 | / | 8 | -7 | / | -12 | 0 | 11 | 12 | -5
Cn1nc(C(=O)N2CCN(c3ccccn3)CC2)c2ccccc2c1=O | -51 | 0 | -3 | -6 | -1 | 11 | 5 | 5 | 5 | 8 | 5

The last five records of the section above open the next one:
SMILES | CF NFkB block | NR2E3 ag-1 | NR2E3 ag-2 | HIF-2a block | KKLEB cytotox | MITF TRPM1 inh | TWEAK Fn14 block | TROY NFkB inh | TRAIL sens C8 | Peg3 promoter | Shn3 3UTR inh
CNc1cncc(-c2cccc(NS(C)(=O)=O)c2)n1 | 11 | -20 | / | -4 | 15 | / | 23 | -4 | -5 | -1 | -22
Cc1ccc(C)c(Cn2cnc3c(cnn3C(C)(C)C)c2=O)c1 | 5 | -3 | 7 | -8 | -10 | 8 | 0 | 3 | 17 | 8 | 27
Nc1nnc(SCc2ccc3c(c2)OCO3)s1 | -13 | 0 | 1 | -56 | 2 | -1 | -30 | -18 | -3 | -25 | -18
CCc1nc2ccc(C(=O)N(C)CCCN(C)C)cn2c1N(C)Cc1cc2ccccc2s1 | 3 | -18 | / | 8 | -7 | / | -12 | 0 | 11 | 12 | -5
Cn1nc(C(=O)N2CCN(c3ccccn3)CC2)c2ccccc2c1=O | -51 | 0 | -3 | -6 | -1 | 11 | 5 | 5 | 5 | 8 | 5
O=C(O)c1cccc(-c2csc(C(O)c3ccc(F)c(F)c3)n2)c1 (configuration not stated) | -6 | -102 | / | -123 | 3 | / | -6 | -90 | 8 | -198 | -86
Cc1ccc(S(=O)(=O)N(C)C)cc1-n1c(SCC(=O)Nc2ccccc2)nc2ccccc2c1=O | 20 | -1 | 1 | 30 | -15 | 10 | 0 | -15 | -2 | 25 | 37
c1ccc2c(c1)nc(N1CCCCCC1)c1ccccc12 | 20 | -25 | -2 | 14 | -3 | 12 | -2 | -11 | 8 | 6 | 2
CC(C)[C@H](NC(=O)c1cccc(S(=O)(=O)N2CCOCC2)c1)C(=O)NCc1ccc(F)cc1 | -17 | -14 | / | 8 | 18 | -5 | -3 | 2 | -10 | -6 | 6
O=C(Nc1ccccc1N1CCCCC1)c1ccc(-c2cc(Cl)ccc2Cl)o1 | 5 | 0 | 2 | 14 | -7 | 20 | 3 | 16 | -4 | 16 | -5
CN(C)C(=O)CCc1ccc2c3c([nH]c2c1)[C@]1(CCC2CCCC2)[C@@H](C(=O)N2CCOCC2)C[C@H](CC(=O)NCCCn2ccnc2)C(=O)N1CC3 | 2 | 10 | / | -8 | 2 | -14 | 9 | 2 | -3 | -7 | -31
Cc1ccccc1NC(=S)NC1CCN(Cc2ccccc2)CC1 | -1 | -6 | 2 | 10 | 9 | 7 | -1 | 9 | 18 | 2 | -4
Cc1oc(S(=O)(=O)N2CCCC2)cc1C(=O)Nc1ccccc1 | 11 | 14 | 2 | 12 | -16 | -29 | 15 | -4 | 18 | 21 | 2
O=C(N/N=C/c1ccc(-c2ccccc2[N+](=O)[O-])o1)[C@H]1C[C@@H]1c1ccccc1 | -19 | -4 | 1 | -172 | 0 | -6 | 3 | -48 | -16 | -148 | -68
CCCN1CCC(=NNc2ccc(C(=O)O)cc2)CC1 | 5 | -62 | -3 | -14 | -5 | -26 | 52* | 41 | 0 | -13 | -34
CC1=C(C(N)=O)C(c2cccnc2)n2nc(-c3cccc(C)c3)nc2N1 (configuration not stated) | 2 | -25 | 3 | 17 | 5 | 6 | -14 | 1 | -9 | 0 | 7
C=CCOc1ccc(CNn2cn[nH]c2=S)cc1 | 16 | -41 | 11 | 2 | -7 | -4 | 4 | -16 | -11 | -10 | -10
COc1cccc(C(=O)Nc2ccc(Cl)c(C(F)(F)F)c2)c1 | -8 | -49 | -1 | -242 | 4 | -84 | 7 | -38 | 5 | -236 | -53
Cc1ccc(S(=O)(=O)N2CCC(C(=O)N[C@@H](C)C(=O)Nc3ccc(F)cc3)CC2)cc1 | -6 | 7 | 4 | 2 | -3 | 0 | 14 | -4 | -7 | -1 | 2
COC(=O)C(Cc1c[nH]c2ccccc12)NC(=O)c1cncc(Br)c1 (configuration not stated) | -2 | -14 | 4 | 11 | -4 | 20 | 3 | 6 | 1 | 0 | 9
CSc1nc(SCCO)c2sc3nc(-c4ccco4)c4c(c3c2n1)CC(C)(C)OC4 | -7 | -23 | / | 19 | -9 | 4 | -20 | 26 | -4 | 8 | -13
CCc1cc2c(N=Nc3c(O)[nH]c4ccccc34)ncnc2s1 | -15 | 17 | -3 | 4 | -5 | 17 | -12 | -10 | -6 | 17 | -8
Cn1ncc([N+](=O)[O-])c1C(=O)Nc1ccc(-c2nc3ccccc3o2)cc1 | -15 | -97 | 0 | -255 | 12 | -76 | 21 | -48 | 7 | -147 | 17
CC(=NCCc1c(C)[nH]c2ccc(C)cc12)C1=C(O)CC(c2ccccc2)CC1=O (configuration not stated) | 40 | -70 | -1 | 34 | -8 | -7 | -2 | 7 | -25 | 39 | 13
Cc1ccc(C(=O)n2c(-c3ccccc3)cnc2SCC(=O)Nc2ccccc2)cc1 | -13 | -14 | 3 | -67 | -4 | 5 | 8 | -15 | 3 | -44 | -7
O=C(Nc1ccc2ccccc2c1)c1ccc(Cl)cc1 | -9 | -161 | 4 | -135 | -13 | -47 | 40 | -18 | 57* | -267 | -18

TWEAK Fn14 block, hit marks shown above.
SMILES	CF NFkB block	NR2E3 ag-1	NR2E3 ag-2	HIF-2a block	MITF TRPM1 inh	TWEAK Fn14 block	Peg3 promoter	Shn3 3UTR inh
CCCN1CCC(=NNc2ccc(C(=O)O)cc2)CC1	5	-62	-3	-14	-26	52*	-13	-34
